SENP1 inh: human SENP1 catalytic domain inhibitors, primary screen, biochemical, FRET, uHTS; Sentrin-specific protease 1 (Homo sapiens), Q9P0U3; recombinant SENP1 catalytic domain, CyPet-SUMO1-YPet FRET cleavage; inhibition, % at 10 µM; actives 0.21% (n = 360,000); AID 624204, 2012;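 active = inhibition at least 30% at 10 µM, raw YFP signal under a set limit, fluorescence ratio 0.5 to 1.5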;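 note: 0% = enzyme with DMSO and 100% = no enzyme wells; some results filed as inactive read as strong as hits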
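Test system: recombinant human SENP1 catalytic domain, His6-tagged / Medium: pH 8 Tris buffer with EDTA, NaCl, BME, BSA, NP40, catalase / Also added: SUMO1 FRET substrate flanked by Cypet and Ypet, 25 nM / Times: 50 min reaction at room temperature / Signal: FRET, CFP and YFP emission / Control set: no-enzyme low control and enzyme-plus-DMSO high control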
SENP6 inh: SENP6 protease inhibitors, primary screen, biochemical, luminescence, uHTS. Recombinant SENP6 catalytic domain, aminoluciferin luminescence. inhibition, % at 10 µM. actives 1.8% (n = 330,000);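 active = inhibition above about 50% at the single tested dose, limit read from the data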;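 note: plate controls were DMSO wells with enzyme for no effect and DMSO wells lacking enzyme for full effect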
HKDC1 inhibitor: HKDC1 hexokinase inhibitors, primary screen, biochemical, fluorescence, uHTS; recombinant HKDC1, G6PDH/diaphorase resazurin coupled fluorescence; inhibition, % at 20 µM; Q2TB90; actives 0.16% (n = 340,000);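 active = inhibition above about 35% when tested at 20 µM, limit read from the data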;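 note: plate controls were DMSO wells with enzyme for no effect and DMSO wells lacking enzyme for full effect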
Target sequence (Q2TB90 whole entry, looked up): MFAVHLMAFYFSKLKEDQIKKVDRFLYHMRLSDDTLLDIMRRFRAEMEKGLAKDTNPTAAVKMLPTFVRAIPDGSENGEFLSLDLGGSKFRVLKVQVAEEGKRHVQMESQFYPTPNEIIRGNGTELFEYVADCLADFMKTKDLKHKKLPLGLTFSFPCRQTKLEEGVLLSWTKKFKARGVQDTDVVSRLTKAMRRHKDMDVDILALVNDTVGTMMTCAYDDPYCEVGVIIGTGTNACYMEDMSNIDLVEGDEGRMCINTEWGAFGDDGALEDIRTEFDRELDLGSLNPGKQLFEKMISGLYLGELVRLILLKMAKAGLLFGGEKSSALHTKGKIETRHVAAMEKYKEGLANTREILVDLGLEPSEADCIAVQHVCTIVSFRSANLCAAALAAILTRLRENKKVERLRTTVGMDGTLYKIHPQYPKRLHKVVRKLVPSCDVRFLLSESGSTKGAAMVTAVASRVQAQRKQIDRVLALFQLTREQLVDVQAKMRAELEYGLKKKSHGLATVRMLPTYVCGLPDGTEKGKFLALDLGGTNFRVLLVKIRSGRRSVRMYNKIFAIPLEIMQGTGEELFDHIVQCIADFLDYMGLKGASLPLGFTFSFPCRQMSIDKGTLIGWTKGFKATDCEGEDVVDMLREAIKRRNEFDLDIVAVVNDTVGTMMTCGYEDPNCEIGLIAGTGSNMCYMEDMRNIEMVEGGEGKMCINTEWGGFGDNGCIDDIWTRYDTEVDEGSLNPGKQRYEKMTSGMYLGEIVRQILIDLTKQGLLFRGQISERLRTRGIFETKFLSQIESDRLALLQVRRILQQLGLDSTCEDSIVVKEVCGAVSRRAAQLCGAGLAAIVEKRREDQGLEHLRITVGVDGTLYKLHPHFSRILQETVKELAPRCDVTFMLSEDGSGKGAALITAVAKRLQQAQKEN
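Assay system: in-house recombinant HK5 (HKDC1) enzyme. Input: HKDC1 at 5 µg/mL. Medium: Tris pH 8.0 buffer with MgCl2, Tween-20, BSA, BME. Dosing: single 20 µM dose. Schedule: 90 min reaction incubation at room temperature, dark. Signal: resazurin-to-resorufin fluorescence via G6PDH and diaphorase coupling, 525/613 nm. Controls: DMSO-enzyme wells negative, buffer-substituted wells positive.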
SENP8 block-1: SENP8 protease inhibitors, primary screen, biochemical, luminescence; purified SENP8, Z-RLRGG-aminoluciferin cleavage; actives 1.2% (n = 330,000); Sentrin-specific protease 8 (Homo sapiens), Q96LD8; AID 2540, 2010; inhibition, % at 10 µM; in the data active = inhibition above about 50%
Apaf-1 inh: inhibitors of human Apaf-1 apoptosome, primary screen, biochemical, DEVD-Rh110 fluorescence, uHTS | Apoptotic protease-activating factor 1 (Homo sapiens), O14727 | reconstituted apoptosome caspase-3 activity | inhibition, % at 20 µM | actives 0.71% (n = 330,000) | AID 489030, 2010; active = inhibition of at least 40% at 20 µM;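 note: plate controls were DMSO wells for no effect and DEVD-CHO caspase inhibitor wells for full effect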
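Material: biochemical Apaf-1 apoptosome reconstitution. Medium: Hepes buffer, pH 7.5. Also added: cytochrome c activation, bis-DEVD rhodamine 110 substrate. Timing: 30 min compound preincubation, 50 min activation, room temperature. Measured by: rhodamine 110 fluorescence at Ex 480/Em 540 nm.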
PfGluPho inh: PfG6PD enzyme inhibitors, primary screen, biochemical, fluorescence intensity, uHTS. AID 504690, 2011. PfGluPho enzyme, NADPH resazurin-diaphorase fluorescence. actives 0.78% (n = 350,000). glucose-6-phosphate dehydrogenase-6-phosphogluconolactonase (Plasmodium falciparum 3D7). inhibition, % at 20 µM;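 active = inhibition reaching at least a set limit at 20 µM in the primary screen, cut at about 59% in these data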;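 note: 0% = DMSO wells with substrate and 100% = DMSO wells lacking glucose-6-phosphate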
SENP8 block-2: human SENP8 protease inhibitors, primary screen, biochemical, fluorescence, Nedd8 protein substrate, uHTS; inhibition, % at 20 µM; recombinant SENP8; actives 0.64% (n = 360,000); AID 602440, 2012; in the data active = inhibition mostly above about 40%, no sharp cut-off; inactive = mostly below about 27%
NLRP3 yeast inh: NALP3 inflammasome inhibitors in reconstituted yeast, primary screen, luminescence, uHTS; actives 0.39% (n = 330,000); AID 2825, 2010; inhibition, % at 10 µM; Yeast reconstituted NLRP3/ASC/caspase-1, beta-gal luminescence, 24 h;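 active = inhibition of 50% or more; inactive = inhibition below 50%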;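 note: plate controls were induced DMSO wells for no effect and uninduced yeast grown without galactose for full effect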
SENP7 block: SENP7 protease inhibitors, primary screen, biochemical, luminescence, uHTS | inhibition, % at 5 µM | recombinant SENP7, Z-RLRGG-aminoluciferin luminescence, 40 min | AID 434973, 2010 | actives 1.5% (n = 330,000) | Sentrin-specific protease 7 (Homo sapiens), Q9BQF6;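 active = inhibition above about 50% at the single test dose, limit read from the data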;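 note: plate controls were DMSO with enzyme for no effect and no enzyme buffer wells for full effect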
The depositor's hits bear a star; . = not tested or not shown.

SMILES	SENP1 inh	SENP6 inh	HKDC1 inhibitor	SENP8 block-1	Apaf-1 inh	PfGluPho inh	SENP8 block-2	NLRP3 yeast inh	SENP7 block
CSCCC(NC(=O)COc1ccccc1)C(=O)N1CCC(C(N)=O)CC1 (stereo not drawn)	-3	4	-10	-8	64*	-4	6	21	1
COc1ccc(S(=O)(=O)N(C)c2ccc(OC(=O)C(C)Oc3ccc(F)cc3)cc2)cc1 (stereo not drawn)	6	-3	8	1	9	3	3	-1	0
CNc1nc(SCc2ccccc2Cl)nc2c1CCCC2	-1	7	-6	0	18	8	10	98*	4
O=C(O)c1cnn2c(-c3ccc(F)cc3)ccnc12	3	5	-6	0	-5	-10	-24	12	-5
COc1ccc2oc(C(=O)NCc3cc(OC)c(OC)cc3OC)c(C)c2c1	-7	-20	-1	-2	13	12	-23	20	-4
CCOc1ccc(S(=O)(=O)N2CCN(S(=O)(=O)c3ccc(C(C)=O)cc3)CC2)cc1	0	-9	-6	12	10	1	3	21	0
O=C(C1CCCN(S(=O)(=O)c2cnc[nH]2)C1)N(CCc1ccccc1)Cc1ccccc1 (stereo not drawn)	1	-6	-4	1	7	19	10	0	3
CCC(C)(C)NC(=O)C(C)OC(=O)c1nsc(Cl)c1Cl (stereo not drawn)	1	-7	-3	5	-4	-3	16	26	2
COc1cc(/C=N/NC(=O)C(=O)Nc2ccccn2)ccc1O	-7	-4	-11	-3	-8	7	2	-31	-1
CCOc1ccc(CCNC(=O)CCc2nnc3ccc(N4CCCC4)nn23)cc1OCC	1	3	3	0	-10	-10	-17	11	-1
CC1(C)CC(=O)C2=C(C1)Nc1ccccc1NC2c1cccs1 (stereo not drawn)	2	-16	0	-5	0	11	2	9	2
Cc1ccccc1NC(=O)COc1coc(CN2CCN(c3ccccc3)CC2)cc1=O	1	-18	4	-7	-5	-11	9	18	3
O=C(NCCN1C(=O)S/C(=C/c2cccnc2)C1=O)c1ccc(S(=O)(=O)N2CCCC2)cc1	-1	.	7	.	.	31	-2	.	.
C=CCNC(=O)c1ccc2nccnc2c1	0	11	-9	3	-23	1	20	-4	-1
Oc1ccccc1/C=N/N1CCN(c2ccccn2)CC1	3	1	-1	-12	-7	8	8	18	5
COc1ccc(O)c(/C=N/NC(=O)CN2CCS(=O)(=O)CC2)c1	22	-2	-8	-1	-6	-26	-444	4	-1
CCCCOc1ccc(/C(O)=C(\C#N)c2nc3ccccc3[nH]2)cc1	-2	-2	-1	-7	-1	-1	-63	27	-2
COCCNC(=O)CN(C(=O)CCC(=O)Nc1nccs1)c1ccccc1OC	1	-9	0	-2	-1	-7	26	10	0
OC(c1cccs1)c1nccc2ccccc12 (stereo not drawn)	-1	-8	0	-4	8	1	6	1	-5
Cc1cc(C(=O)NNC(=O)CN2C(=O)NC(C)(c3ccccc3)C2=O)c(C)o1 (stereo not drawn)	-1	-11	-3	-9	-2	10	0	14	8
O=C(CCCn1c(=S)[nH]c2ccccc2c1=O)NCc1ccco1	-1	-4	-3	-1	1	6	25	13	-4
COc1cccc(C(=O)Nc2cc3c(cc2Cl)OCCCO3)c1	2	51*	-5	34	2	4	6	25	40
CCOc1ccc(S(=O)(=O)Nc2cccc(C(=O)N(C)Cc3cccc(OC)c3OC)c2)cc1	0	-19	1	-7	19	-12	10	3	8
CN1CCN(c2ccccc2NC(=O)c2cccs2)CC1	0	0	-2	-4	7	5	9	23	-4
O=C(CN1CCN(c2ccc(F)cc2)CC1)Nc1nnc(-c2ccccc2)s1	-5	-9	-1	3	18	-4	-18	2	-11
CC(C)OP(=O)(OC(C)C)C(O)c1ccc(N(C)C)cc1 (stereo not drawn)	2	-16	-3	8	-21	-4	19	16	4
C/C(=N\NC(=O)c1ccccc1NC(=O)c1ccc(Cl)cc1)c1ccncc1	1	97*	11	89*	-4	5	11	1	97*
O=C(NCCc1ccccc1)C1CCCN1S(=O)(=O)c1ccc(F)cc1 (stereo not drawn)	2	-4	6	-6	-11	-8	15	1	-1
Nc1ccccc1Nc1ccncc1[N+](=O)[O-]	-2	-8	-7	-3	-1	10	7	5	5
Cc1cccc(NS(=O)(=O)c2cnc(Cl)c(Br)c2)n1	2	-11	-8	-4	-4	-17	12	8	0
O=C1c2oc3ccc(Cl)cc3c(=O)c2C(c2ccccn2)N1CCCN1CCOCC1 (stereo not drawn)	.	-8	-7	-1	-3	-2	.	25	0
COC(=O)c1cccc(NC(=S)Nc2ccc(Cl)c(Cl)c2)c1	3	-42	1	-2	-9	3	-95	-3	1

Fetched by structure from the list above:
SMILES	SENP1 inh	SENP6 inh	HKDC1 inhibitor	SENP8 block-1	Apaf-1 inh	PfGluPho inh	SENP8 block-2	NLRP3 yeast inh	SENP7 block
O=C1c2oc3ccc(Cl)cc3c(=O)c2C(c2ccccn2)N1CCCN1CCOCC1 (stereo not drawn)	.	-8	-7	-1	-3	-2	.	25	0
COC(=O)c1cccc(NC(=S)Nc2ccc(Cl)c(Cl)c2)c1	3	-42	1	-2	-9	3	-95	-3	1

The list continues:
SMILES	SENP1 inh	SENP6 inh	HKDC1 inhibitor	SENP8 block-1	Apaf-1 inh	PfGluPho inh	SENP8 block-2	NLRP3 yeast inh	SENP7 block
Cc1nnc(SCC(=O)c2ccccc2F)n1Cc1ccccc1	4	-37	-5	1	-16	12	21	0	3
COC(=O)CSc1nc2sc3c(c2c(=O)[nH]1)CCC3	-1	-2	-1	-3	-9	14	-6	-4	10
[O-]/C(=C(\C(=S)Nc1ccccc1F)[n+]1ccccc1)c1ccc(OC(F)F)cc1	-4	1	-5	-21	-5	3	12	1	8
Cc1cc(=O)oc2c(CN3CCN(CCO)CC3)c(O)ccc12	-101	20	1	18	-3	6	-308	24	-1
c1ccc(Oc2cnc3ccccc3n2)cc1	2	-6	-6	6	-8	7	11	-2	0
CCOC(=O)c1sc(N2C(=O)C(O)=C(C(=O)c3ccc(C)o3)C2c2cccc([N+](=O)[O-])c2)nc1C (stereo not drawn)	-30	.	5	.	.	-10	4	.	.
COc1ccc(CCC(C)NCc2cc(OC)cc(OC)c2)cc1 (stereo not drawn)	0	12	-6	11	7	12	8	28	-4
CCCN(CCC)CCCNC(=O)c1cc2cc3ccc(Cl)cc3nc2o1	2	-1	-7	4	14	2	-155	7	7
CC(=O)c1ccc(N2CCN(S(=O)(=O)c3c(C)[nH]c(C)c3C(=O)N3CCCC3)CC2)cc1	4	-6	-4	4	-5	-12	-51	-8	7
N/C(=N\OC(=O)COc1ccc(Cl)cc1)c1ccc(Cl)cc1	2	-5	-7	-4	-9	12	3	4	1
CCCN(CC(=O)Nc1ccccc1OC)C(=O)c1ccc(S(=O)(=O)NCc2ccco2)cc1	0	1	-4	-3	3	9	11	16	3
Cc1oc2c(C)c3oc(=O)c(CCC(=O)O)c(C)c3cc2c1-c1ccccc1	-1	1	0	-5	24	-38	-276	18	-9
C[C@H](CO)N1C[C@H](C)[C@@H](CN(C)Cc2ccncc2)Oc2c(NC(=O)CCCCCC(=O)Nc3ccccc3N)cccc2C1=O	1	-7	8	-4	9	-2	-19	20	3
Cc1ccc(C(=O)OCC(=O)NCc2ccc3c(c2)OCO3)cc1S(=O)(=O)N1CCOCC1	2	5	-5	4	-6	-8	16	18	2
CCCCC(CC)C(=O)Nc1cc(=O)[nH]c2nc3ccccc3n12 (stereo not drawn)	-3	-9	-1	-6	8	-16	-42	25	1
Cc1ccc(S(=O)(=O)CC(=O)NCc2ccccc2)cc1	-1	-14	-5	-3	-3	-3	1	-1	-3
COc1ccc(OCCCC(=O)OCC(=O)NNC(=O)c2ccc([N+](=O)[O-])cc2)cc1	2	-6	3	7	5	-14	19	12	6
O=C(/C=C/c1ccc2c(c1)OCO2)NCc1ccco1	-3	-5	-10	-12	-4	13	-142	18	5
CCn1nnnc1-c1ccc(OC)c(S(=O)(=O)NCc2ccccc2)c1	-1	-1	0	-1	1	-23	25	-13	6
C[C@@H](C(=O)N1CCNCC1)n1cc(CCC(=O)O)nn1	0	-20	2	-11	6	-11	8	9	-6
O=C(COc1ccc2c3c(c(=O)oc2c1)CCC3)NCCCN1CCCC1=O	-1	2	-3	0	-10	0	-181	16	-4
CCN(CC)C(=O)C1CC(=O)N(c2ccc(OC)cc2)C1c1ccc(OC)cc1 (stereo not drawn)	-1	-2	-3	-5	1	-2	3	-2	-8
O=C(CSc1ccc(F)cc1)NC(=O)NCc1ccccc1	2	9	-2	-5	-10	2	13	19	-1
O=C(CCC(=O)Nc1cccc2ccccc12)N/N=C/c1ccco1	0	-4	-12	1	2	3	14	19	-2

Bioassay records as filed in PubChem.

Hits appear at their usual frequency; 4.1% or so of the library scored in one or more.
